From PubChem
Yfh1-depleted yeast: enhancers of respiration in Yfh1-depleted yeast, dose response, Friedreich's ataxia, plus single-dose screen (AID 1465) | S. cerevisiae Yfh1-off respiration, WST-1 reduction, 72 h; higher fold induction means a stronger effect | fold induction at 50 µM; hits with a dose series show EC50 in µM | hit rate 0.074% among 220,000;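 active means fold induction of absorbance versus untreated yeast above a set limit, then at least 30% activation at any dose in follow-up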;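 further: activators that raise dye reduction in frataxin-depleted yeast; strong numbers were not always called active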
P. falciparum M17LAP: P. falciparum M17LAP inhibitors, primary screen, biochemical, fluorogenic H-Leu-NHMec substrate, 1536-well (AID 1619); Leucine aminopeptidase (Plasmodium falciparum (isolate 3D7)); recombinant M17LAP, H-Leu-NHMec fluorogenic kinetic assay; higher % means a stronger effect; inhibition, % at 30 µM, or IC50 in µM where a hit was titrated; hit rate 0.38% among 220,000;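 active means compound inhibiting the enzyme by more than half at any dose during confirmatory dose-response retesting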;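 further: plate controls were full reaction with DMSO carrier for no effect and no enzyme background for full effect; strong numbers were not always called active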
MT stabilize HCS: microtubule stabilizers in HeLa cells, primary screen, imaging, high-content imaging. % tubulin-high responders, % at 10 µM. hit rate 0.83% among 200,000. HeLa tubulin immunostaining HCS, 24 h; share of cells brighter than vehicle mean+2SD;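 active means plate Z-score above 3 for both tubulin-high and condensed-nucleus cell shares, with cell loss under 80%, at 10 µM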;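 further: anti alpha tubulin signal scored within the nucleus-defined area of each cell; some results filed as inactive read as strong as hits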
NOD2 inhibition: NOD2 signaling inhibitors, cell-based, luminescence, uHTS, HEK293 (AID 1566); HEK293 NOD2/NF-kB luciferase reporter, luminescence; higher % means a stronger effect; inhibition, % at 4 µM; hits with a dose series show EC50 in µM; hit rate 0.63% among 290,000; in the data active means inhibition above about 50%; further: many of its hits are not listed in these tables
Ins promoter up: insulin promoter activators in MIN6 cells, imaging, high-content screening, mouse beta cells; MIN6 insulin promoter-GFP reporter; active compounds read high; z-score at 5 µM; hit rate 0.3% among 190,000; AID 1625, 2009;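 active means z-score above 3 at 5 µM with at least 500 cells counted in the well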
Autophagy HCS: autophagy modulators in MEF cells, primary screen, imaging, high-content, MEF GFP-LC3 | calls only at 10 µM (by protocol) | MEF GFP-LC3 puncta imaging; test concentration mostly 10 µM | hit rate 0.98% among 190,000;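 active means percentage of spot-positive cells more than 3 SD above its plate mean, without a fluorescence outlier flag or 80% toxicity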;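 further: spot-positive cell cutoff set from DMSO-treated cells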
Dynein transport: inhibitors of GR-EGFP nuclear translocation, primary screen, dynein cargo transport inhibitor project, imaging, high-content, 3617.4 mouse cells; test concentration mostly 20 µM; stimulated with dexamethasone, 1 µM; active compounds read low; z-score, hits read low; hit rate 0.47% among 220,000;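 active means plate z-score of nuclear minus cytoplasmic receptor signal below a set negative limit, without overly bright fluorescence or cell loss, cut at about -3.5 in these data, passing the limit was not always enough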;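 further: z-score of nuclear minus cytoplasmic ring GR-EGFP intensity difference per well; some compounds called inactive have numbers as strong as hits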
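Medium: Induction medium lacking tetracycline, stripped serum | Probe or stimulus: 1.0 µM final dexamethasone stimulus | Schedule: 48 h induction, then 1 h compound, then 30 min agonist, 37 °C | Signal: Automated 10x imaging of fixed Hoechst-stained cells | Evaluation: Per-cell GR-EGFP intensity, nucleus versus surrounding cytoplasmic ring, well-averaged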
b-catenin transl: modulators of beta-catenin nuclear translocation, primary screen, imaging, HeLa cells, immunofluorescence, high-content. hit rate 0.3% among 190,000. nuclear translocation activity, % at 5 µM. AID 1665, 2009;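 active means nuclear translocation activity above 50% at 5 µM, with a well cell count of 50 or more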;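 further: per-cell ratio of nuclear to cytoplasmic median beta-catenin stain intensity; plate controls were DMSO negative control for no effect and GSK-3 inhibitor IX positive control for full effect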
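assay system = human HeLa cells, endogenous beta-catenin | times = compound treatment 24 h, 37°C, 5% CO2 | detection = Anti-beta-catenin immunofluorescence on PFA-fixed, Triton-permeabilized cells, DAPI nuclei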
NOD1 inhibition: NOD1 signaling inhibitors, primary screen, cell-based, luminescence, uHTS (AID 1578) | NOD1-driven NF-kB luciferase reporter cells, luminescence; higher % means a stronger effect | inhibition, % at 4 µM, or EC50 in µM where a hit was titrated | hit rate 1% among 290,000; in the data active means inhibition mostly above about 36%, no sharp cut-off; inactive means mostly below about 34%;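 further: HEK-293T reporter cells stimulated with the NOD1 agonist gamma-tri-DAP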
Dynein transport cytoplasmic EGFP: recorded beside Dynein transport, whose call it bears; z-score; measured here: cytoplasmic GR-EGFP intensity; active compounds read high
Dynein transport nuclear GR-EGFP: also measured in Dynein transport; calls as there; z-score; measured here: nuclear GR-EGFP intensity;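 lower value marks the stronger effect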
Dynein transport cell count: further read-out of Dynein transport, marked with its call; z-score; measured here: cell count per field
Ins promoter up cell count: recorded beside Ins promoter up, whose call it bears; cell count; measured here: cytotoxicity, nuclei count;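 total cells summed across four imaged fields per well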
b-catenin transl cell count 5 µM: further read-out of b-catenin transl, marked with its call; cell count; measured here: cell count, cytotoxicity flag
MT stabilize HCS Hoechst-high %: also measured in MT stabilize HCS; calls as there; % Hoechst-high responders; measured here: nuclear condensation Hoechst responders;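 share of cells brighter than vehicle mean plus two SD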
MT stabilize HCS cytotoxicity %: further read-out of MT stabilize HCS, marked with its call; toxicity, %; measured here: cytotoxicity by cell density;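 0% = mean cell density of plate MIN control wells and 100% = no cells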
Autophagy HCS cell loss 18 h: further read-out of Autophagy HCS, marked with its call; toxicity, %; measured here: cell loss, nuclei count;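 cell loss after 18 h compound exposure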
Starred values were filed as active, the others as inactive; i = inactive; / = no result given.

SMILES,MT stabilize HCS cytotoxicity %,NOD2 inhibition,P. falciparum M17LAP,Ins promoter up cell count,NOD1 inhibition,b-catenin transl cell count 5 µM,b-catenin transl,Autophagy HCS cell loss 18 h,Dynein transport nuclear GR-EGFP,Dynein transport cell count,MT stabilize HCS,Dynein transport,Yfh1-depleted yeast,Autophagy HCS,Ins promoter up,MT stabilize HCS Hoechst-high %,Dynein transport cytoplasmic EGFP
COCCn1c(SCC(=O)N2CCN(c3ccccc3)CC2)nc2c(c1=O)SC(C)C2 (stereo not given),/,10%,19%,942,0%,1217,-4.1,/,0.095,0.49,/,-0.42,i,/,-0.52,/,-0.82
COc1ccc2c(c1)C(=O)[C@@H](OC(=O)NCc1ccc3c(c1)OCO3)[C@H](c1ccc(OC)c(Br)c1)O2,10,-8%,5%,1221,-12%,/,/,5,0.13,0.53,6.0,-0.39,i,i,-0.78,2.9,-0.14
CCOC(=O)N1CCN(c2c(NCCCN(CC)CC)c(=O)c2=O)CC1,6.6,14%,11%,750,26%,1091,2.1,-8,-0.1,0.6,0.5,-0.31,i,i,1.2,1.0,-0.2
COC(=O)c1oc2ccc(Br)cc2c1NC(=O)CCN1CCOCC1,3.8,8%,-4%,1288,1%,1098,-2.6,-8,0.25,-1.2,6.7,0.39,i,i,0.23,4.3,-0.24
O=[N+]([O-])C1=C(Nc2cccc3ccccc23)CS(=O)(=O)C1,9.4,12%,20%,985,-19%,/,/,8,0.28,0.4,3.1,0.084,i,i,-0.06,1.7,0.029
COc1ccc(OCc2nc3ccccc3[nH]2)cc1,5.9,-120%,16%,853,-50%,1119,-0.4,6,-0.24,-0.26,0.9,-0.33,i,i,0.68,1.5,0.24
CC(=O)NC(=O)Nc1sc(=S)n(C)c1C,13,2%,8%,1294,-2%,1139,0.9,5,0.74,0.45,4.5,0.65,i,i,0.07,1.1,-0.14
COc1cc(OC)c2nc(C)c3c(c2c1)N(c1ccc(O)cc1)CC3,0.2,12%,-10%,/,22%,/,/,-16,-0.7,0.11,2.6,-0.99,/,i,/,0.8,-0.11
C=CCN1C(=O)CSc2ccc(C(=O)OCC)cc21,7.3,21%,-10%,1222,-5%,681,1.5,-21,-0.21,0.84,5.1,-0.87,i,i,0.68,3.6,-0.23
Cc1ccc(-c2cc(-c3ccccc3)[nH]c(=S)c2C#N)cc1,12,13%,28%,1798,-4%,1059,-0.6,4,-0.59,0.33,1.0,-0.3,i,i,-0.82,1.7,-0.18
CC1(C)NC(=O)N(CCOCCOc2ccc3ccccc3c2Br)C1=O,6.3,-2%,14%,880,-19%,/,/,0,-0.11,0.55,2.0,-0.49,i,i,0.64,2.2,0.54
S=C(Nc1ccccc1Cl)N1CCC(c2ccccc2)C1 (stereo not given),3.1,-83%,-4%,1387,-54%,1144,-1.1,7,-0.11,0.15,3.0,-0.52,i,i,0.27,2.0,-0.094
CCCCNC(=O)CN(c1cccc(F)c1)S(C)(=O)=O,6.2,-3%,4%,/,-27%,568,5.9,4,-0.062,-0.89,3.8,-0.7,/,i,/,1.4,-0.18
Cc1ccc(-c2nn(-c3ccccc3)cc2C2CC(c3cccs3)=NN2C(=O)CCC(=O)O)cc1 (stereo not given),4.8,-1%,15%,934,8%,/,/,-4,0.45,0.41,2.9,1.1,/,i,-0.34,1.7,-0.52
O=C(Cn1c(C(F)(F)F)nc2ccccc21)N/N=C/c1ccco1,2.0,9%,2%,1475,0%,866,3.1,-4,-0.3,0.54,3.0,-0.4,i,i,0.31,1.7,-0.35
O=C(NC(=S)Nc1ccccn1)c1cncc(Br)c1,2.6,8%,-13%,1282,1%,1076,0.6,16,0.75,-1.3,5.5,1.2,i,i,-0.24,1.6,-0.23
CCc1ccc(NS(=O)(=O)c2ccc3[nH]cc(C(=O)N4CCCCC4)c(=O)c3c2)cc1,2.4,11%,10%,1330,3%,/,/,-3,-0.037,0.045,3.3,0.15,i,i,2.4,1.7,-0.14
N#Cc1cc(Sc2ccccn2)c([N+](=O)[O-])cc1C#N,5.5,-13%,13%,1321,12%,1163,-1.5,11,-0.39,-1.9,4.2,-1.5,i,i,1.4,1.3,1.7
C/C(=N\NC1=NCCN1)c1ccccc1,/,8%,1%,1399,-5%,1157,-4.5,/,0.034,-0.14,/,0.1,i,/,-0.16,/,-0.25
CC(C)N(NC(=O)c1cccc2ccccc12)C(C)C,3.8,-1%,-5%,1164,-17%,1124,0.6,-5,-0.24,1.5,2.6,-0.45,i,i,0.11,1.9,-0.26

Structures from the list above with a furan ring, fused or not (2):
SMILES,MT stabilize HCS cytotoxicity %,NOD2 inhibition,P. falciparum M17LAP,Ins promoter up cell count,NOD1 inhibition,b-catenin transl cell count 5 µM,b-catenin transl,Autophagy HCS cell loss 18 h,Dynein transport nuclear GR-EGFP,Dynein transport cell count,MT stabilize HCS,Dynein transport,Yfh1-depleted yeast,Autophagy HCS,Ins promoter up,MT stabilize HCS Hoechst-high %,Dynein transport cytoplasmic EGFP
COC(=O)c1oc2ccc(Br)cc2c1NC(=O)CCN1CCOCC1,3.8,8%,-4%,1288,1%,1098,-2.6,-8,0.25,-1.2,6.7,0.39,i,i,0.23,4.3,-0.24
O=C(Cn1c(C(F)(F)F)nc2ccccc21)N/N=C/c1ccco1,2.0,9%,2%,1475,0%,866,3.1,-4,-0.3,0.54,3.0,-0.4,i,i,0.31,1.7,-0.35

(further entries)
SMILES,MT stabilize HCS cytotoxicity %,NOD2 inhibition,P. falciparum M17LAP,Ins promoter up cell count,NOD1 inhibition,b-catenin transl cell count 5 µM,b-catenin transl,Autophagy HCS cell loss 18 h,Dynein transport nuclear GR-EGFP,Dynein transport cell count,MT stabilize HCS,Dynein transport,Yfh1-depleted yeast,Autophagy HCS,Ins promoter up,MT stabilize HCS Hoechst-high %,Dynein transport cytoplasmic EGFP
COC(=O)c1cccc(C(=O)N2CCCC(C(=O)c3cc(F)ccc3F)C2)c1 (stereo not given),4.7,13%,11%,1586,-1%,945,1.0,15,-0.27,1.2,2.1,-0.51,i,i,-0.01,1.6,-0.36
O=C(/C=C/c1ccc(Cl)c([N+](=O)[O-])c1)Nc1cccnc1,2.0,-7%,-2%,1849,-40%,1064,1.0,14,-0.39,0.49,1.6,-0.73,i,i,-0.01,1.8,0.69
c1ccc2c(c1)oc1c(N3CCOCC3)ncnc12,8.7,-14%,-3%,1157,1%,1117,-3.0,-5,-0.15,-0.051,1.6,-0.53,i,i,-0.05,2.1,-0.2
O=C(Nc1cc(Cl)ccc1Oc1ccccc1)c1cnccn1,5.5,1%,4%,832,-12%,/,/,35,-0.48,0.32,1.6,-1.4,i,i,1.2,1.7,0.028
O=C(NCc1ccco1)c1cccn2c(=O)c3cc4ccccc4cc3nc12,7.1,10%,13%,/,-5%,/,/,18,-0.41,1,2.0,-3.7,/,i,/,3.5,5.8
CCn1nc(CC(=O)Nc2nnc(CC(=O)N3CCCC3)s2)c2ccccc2c1=O,7.5,0%,16%,1381,-8%,688,-2.4,-2,-0.42,1,2.9,-1.2,i,i,-0.2,2.0,-0.053
O=C(NCc1cccnc1)C1CCN(S(=O)(=O)N2CCC3(CC2)OCCO3)CC1,5.8,13%,1%,/,7%,/,/,9,1.1,-1.7,1.9,1.9,i,i,/,1.0,-0.16
O=C(Nc1nc2c(Br)cc(Br)cc2c(=O)s1)c1ccco1,/,3%,6%,1142,-9%,1264,-0.6,/,0.88,-0.99,/,0.89,i,/,0.12,/,-0.17
COCc1cc(=O)n2[nH]c(-c3ccsc3-n3c(C)ccc3C)cc2n1,10,13%,4%,/,-8%,1241,-7.0,-2,-0.08,0.28,1.6,-0.52,i,i,/,1.2,0.1
CCCCOc1ccc(/C=C2/Sc3ccccc3C2=O)cc1,5.1,-40%,-5%,1814,-32%,1029,-2.1,-20,0.36,1.7,4.2,-0.26,i,i,0.5,2.1,-0.14
COc1ccc(NC(=O)CCNC(C)=O)cc1NS(=O)(=O)c1ccc(F)cc1,2.8,12%,3%,1241,0%,1180,-0.9,-17,-0.3,0.59,4.8,-1.1,i,i,0.42,4.7,-0.32
COc1c(Cl)cc(Cl)cc1/C=N/n1cnnc1,22,-2%,7%,/,-8%,/,/,15,0.68,0.14,2.4,0.63,i,i,/,2.2,0.25
Cn1cc(C(=O)N2CCN(C(=O)c3ccco3)CC2)c2c3ccccc3n(C)c2c1=O,8.7,-15%,-27%,1565,-36%,979,-1.6,10,1.3,-1.5,4.7,2.1,i,i,-0.01,1.5,-0.28
Cc1ccc(S(=O)(=O)N(CC(=O)N/N=C/c2cccc(Cl)c2)c2cccc3cccnc23)cc1,5.4,15%,12%,1287,-22%,1241,1.5,4,0.27,0.57,1.9,-0.19,/,i,0.09,1.0,-0.24
COCCn1c(SCC(=O)c2ccc(Cl)cc2)nnc1C(C)C,3.9,6%,34%,1274,14%,1007,-4.8,-16,-0.92,-0.28,6.3,-2.2,i,i,0.16,2.7,0.24
Fc1ccc(Oc2ccc3nnc(C(F)(F)F)n3n2)cc1,3.4,7%,7%,1259,-16%,1043,0.5,41,0.44,-0.82,6.6,0.024,i,i,-0.13,3.1,0.084
O=S(=O)(NCc1ccccc1)c1ccc(Cl)cc1,11,-2%,-7%,910,-8%,/,/,-12,0.9,-0.56,1.6,1.6,i,i,-0.43,1.4,0.24
C1=CC2CC1CC2CN1CCN(c2ccccc2)CC1 (stereo not given),6.8,-26%,10%,/,-2%,1135,-6.9,5,-0.64,0.88,2.9,-1.4,i,i,/,2.9,-0.18
COc1cc(C2NC(=O)NC(C)=C2C(=O)OC2CCCC(C)C2)ccc1O (stereo not given),5.9,2%,9%,1843,-25%,1137,-1.6,24,-0.81,-0.035,3.7,-1,i,i,-0.33,3.0,-0.34

Only part of the results is shown; rates above refer to the full screens.
